RTF Ca sens inh: cardiac RTF calcium desensitization | P19429+P45379 | IANBD-labeled cardiac RTF, Ca2+ fluorescence | inhibition, % at 7.15 µM | 0.12% of 340,000 active | AID 493244;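 active means inhibition above the mean inhibition of all tested compounds plus 3 SD, cut at about 17% in these data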;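 further: assay run at fixed EC70 calcium of 1.6 mM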
Mot1-301 SUMO: SUMOylation pathway inhibition by Mot1-301 growth rescue; S. cerevisiae Mot1-301 growth rescue, ATP luminescence, 38.5C; percent above DMSO median, 100 means doubled; growth rescue, % at 18.8 µM; 1% of 320,000 active; AID 2716;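 active means every valid replicate shows activation above 250% relative to neutral control wells; inactive means the rest, any valid replicate at or below 250%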;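 further: OY570 slx delta 5 strain wells were the positive control but not used for scaling; some compounds called inactive have numbers as strong as hits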
PfHsp90 set2: inhibits growth of yeast expressing Plasmodium falciparum Hsp90 | S. cerevisiae expressing PfHsp90, BacTiter-Glo ATP, 48 h; yeast lacking PDR1 and PDR3 efflux regulators | inhibition, % at 9.4 µM | 0.32% of 310,000 active;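 active means every replicate shows inhibition above about 80%, whatever the replicate mean, limit read from the data; inconclusive means mean inhibition reaches the set limit but some replicate falls short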;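 further: 0% = DMSO neutral controls and 100% = 20 µM radicicol positive controls; yeast relying on Plasmodium falciparum Hsp90 in place of its own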
RTF Ca sens act: cardiac RTF calcium sensitization. P19429+P45379. IANBD-labeled TnC RTF fluorescence at EC20 calcium; 0% EC20 calcium, 100% full calcium. activation, % at 7.2 µM. 0.24% of 340,000 active. AID 493008;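 active means activation above the mean over all tested compounds plus 3 SD, cut at about 30% in these data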;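 further: rise in fluorescence read as greater calcium sensitivity of cardiac thin filaments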
dFosB act: activators of mouse delta FosB homodimer. P13346. 0.99% of 340,000 active. purified delta FosB, TAMRA-CDK5 oligo fluorescence polarization; percent of positive-control signal above neutral wells. activation, % at 25 µM;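 active means mean activation above about 17%, with every replicate also reaching it, limit read from the data, passing the limit was not always enough; inconclusive means only one of the two conditions met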;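 further: fluorescence polarization rise as delta FosB binds a TAMRA Cdk5 AP-1 oligo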
Keap1-Nrf2 PPI: disrupts human Keap1 binding to Nrf2 peptide; Q14145; Keap1 Kelch-Nrf2 peptide fluorescence polarization, 1536-well; inhibition, % at 9.4 µM; 0.15% of 340,000 active; AID 504523; in the data active means inhibition above about 12%; inconclusive means no clear call, values can overlap the other calls; inactive means below about 7.3%;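 further: human Keap1 Kelch domain with fluorescein labeled Nrf2 9mer peptide probe; 0% = neutral control wells and 100% = peptide positive control; higher means more block of Keap1 binding to Nrf2 peptide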
Rtt109 HAT inh: inhibitors of Candida albicans Rtt109/Vps75 histone acetyltransferase. Q5AAJ8. purified Rtt109/Vps75, ThioGlo CoA-SH fluorescence, 4 h. inhibition, % at 34.9 µM. 0.16% of 330,000 active;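 active means inhibition of at least 50% in every replicate; inconclusive means best replicate reaches 50% inhibition but some replicates fall short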
Target sequence (Q5AAJ8 whole entry, looked up): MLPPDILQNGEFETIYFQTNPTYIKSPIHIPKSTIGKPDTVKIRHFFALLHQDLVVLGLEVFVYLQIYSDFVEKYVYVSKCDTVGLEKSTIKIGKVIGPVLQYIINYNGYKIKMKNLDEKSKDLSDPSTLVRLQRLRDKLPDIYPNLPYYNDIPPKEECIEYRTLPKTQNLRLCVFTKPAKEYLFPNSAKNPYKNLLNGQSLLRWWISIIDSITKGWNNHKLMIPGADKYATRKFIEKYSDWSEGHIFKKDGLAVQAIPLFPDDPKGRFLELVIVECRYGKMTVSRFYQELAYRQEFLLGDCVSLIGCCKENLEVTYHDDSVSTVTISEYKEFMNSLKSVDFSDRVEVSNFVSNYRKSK
PvdQ acylase: P. aeruginosa PvdQ acylase inhibition | 0.063% of 340,000 active | purified PvdQ acylase, fluorescence plate reader | inhibition, % at 10 µM; in the data active means inhibition above about 30%, passing the limit was not always enough; inconclusive means no clear call, values can overlap the other calls;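 further: 0% = vehicle neutral wells and 100% = reference inhibitor wells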
CDK5 p35 inh: inhibitors of human CDK5/p35 kinase. Q00535+Q15078. Recombinant CDK5/p35, ADP-Glo luminescence, 60 min. inhibition, % at 10 µM. 0.01% of 330,000 active. AID 488839;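 active means highest replicate inhibition of at least 50% and at least 75% of replicates reaching 50%; inconclusive means only one of the two criteria met; inactive means both criteria failed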;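 further: plate controls were DMSO neutral control for no effect and GW8510 at 10 µM for full effect; many of its hits are not listed in these tables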
Target sequence (Q00535 whole entry, looked up): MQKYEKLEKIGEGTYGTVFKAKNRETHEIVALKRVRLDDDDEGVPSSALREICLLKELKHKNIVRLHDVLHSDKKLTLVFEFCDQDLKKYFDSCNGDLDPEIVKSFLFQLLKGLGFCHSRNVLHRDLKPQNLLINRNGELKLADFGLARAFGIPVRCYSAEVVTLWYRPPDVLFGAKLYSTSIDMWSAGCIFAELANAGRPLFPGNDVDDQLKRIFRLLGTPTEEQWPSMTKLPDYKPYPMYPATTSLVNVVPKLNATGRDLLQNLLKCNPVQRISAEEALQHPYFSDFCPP
Target sequence (Q15078 whole entry, looked up): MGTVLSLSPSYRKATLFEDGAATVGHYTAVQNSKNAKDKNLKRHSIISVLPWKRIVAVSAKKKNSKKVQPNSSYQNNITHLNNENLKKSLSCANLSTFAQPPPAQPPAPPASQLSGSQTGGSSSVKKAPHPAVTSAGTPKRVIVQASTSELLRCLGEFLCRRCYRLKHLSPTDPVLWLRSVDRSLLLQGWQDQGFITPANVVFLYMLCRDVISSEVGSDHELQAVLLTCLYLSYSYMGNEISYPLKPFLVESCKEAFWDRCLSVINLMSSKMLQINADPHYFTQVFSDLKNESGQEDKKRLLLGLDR
LANA DNA inh: blocks KSHV LANA C-terminal domain binding to DNA | MBP-C-LANA/FAM-LBS DNA binding, fluorescence polarization | inhibition, % at 9 µM | 0.078% of 340,000 active;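 active means highest replicate inhibition at or above 60% at 9 µM, even if other replicates fall short; inactive means all replicates below 60% inhibition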;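 further: 0% = neutral control wells and 100% = 4 µM acridine orange control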
NSD2 inh: NSD2 (human) methyltransferase inhibition. NSD2 peptide methylation, AlphaScreen, 120 min. inhibition, % at 12.5 µM. 0.54% of 310,000 active. O96028. AID 743445; in the data active means inhibition above about 50%
* marks the source's active call; other numbers are inactive results; u = inconclusive; x = not tested or not shown.

SMILES | RTF Ca sens inh | Mot1-301 SUMO | PfHsp90 set2 | RTF Ca sens act | dFosB act | Keap1-Nrf2 PPI | Rtt109 HAT inh | PvdQ acylase | CDK5 p35 inh | LANA DNA inh | NSD2 inh
COc1ccc(NC(=O)N2CCN(C(=O)C3CCCO3)CC2)cc1 (stereo not given) | -10 | -8 | 3 | -2 | -1 | -6 | 3 | -17 | 1.0 | -0.9 | -1
CCn1cc(/C=N\NC(=O)c2ccc3c(c2)c(C)c(C)n3Cc2ccccc2)c(C)n1 | 10 | 8 | 5 | -7 | 11 | -1 | 2 | 6 | -1.6 | -0.6 | -6
COc1ccc(NC(=O)c2cccc(NC(=O)c3ccccc3)c2)c(OC)c1 | -2 | 5 | 7 | 1 | -3 | 3 | 7 | -5 | -0.5 | -1.7 | 2
O=C(O)C(Cc1c[nH]c2ccccc12)NS(=O)(=O)c1ccc2ccccc2c1 (stereo not given) | -8 | -20 | x | 5 | -6 | -5 | 3 | -10 | -0.4 | 0.1 | 0
CN1CCN(c2ccc(NC(=S)NC(=O)/C=C/c3ccco3)cc2)CC1 | 0 | 5 | 4 | -2 | -7 | -3 | -7 | 7 | 0.7 | 1.7 | 19
O=C(O)C(Cc1c[nH]c2ccccc12)NS(=O)(=O)c1cccc2nsnc12 (stereo not given) | 1 | -4 | -3 | 4 | 2 | -1 | 4 | 1 | 1.4 | 1.8 | -1
O=C(Cc1ccc(NC(=O)C2CCCN(C(=O)C3CCC3)C2)cc1)Nc1cccc(C(=O)N2CCCC2)c1 (stereo not given) | -3 | x | 11 | 0 | -7 | -3 | 0 | -13 | -4.0 | -3.6 | x
Cc1ccc(C(=O)C=Cc2cccc(C)c2)cc1 | 0 | x | x | -6 | -7 | -2 | 1 | -3 | -0.7 | -0.6 | 0
C=CCNC(=O)/C(C#N)=C/c1c(C)nn(-c2ccc(Cl)cc2)c1Cl | 13 | -14 | 66 | -3 | -3 | -3 | x | 6 | 0.1 | 2.1 | 0
O=C(O)c1ccc(N/N=C/c2ccc(-c3ccccc3)cc2)cc1 | 1 | x | 98* | 3 | -5 | 0 | 24 | 13 | 4.0 | 0.8 | 1
CCOC(=O)C1C(=O)C=C(c2ccc(NS(C)(=O)=O)cc2)CC1c1ccco1 (stereo not given) | 8 | 5 | -55 | -2 | 7 | 2 | 1 | 13 | 3.3 | 0.4 | 3
CCCc1cc(=O)[nH]c(N2CCN(Cc3ccc4c(c3)OCO4)CC2)n1 | -6 | 7 | 42 | 13 | -6 | -1 | 4 | -13 | -1.3 | -0.2 | -1
CCCCn1c(=O)c(-[n+]2ccccc2)c([O-])c2ccccc21 | -10 | -12 | -24 | -1 | -1 | -4 | -7 | -9 | -0.4 | -0.6 | -1
C=CCNC(=S)/N=c1/scc(C)n1C | 10 | -16 | -20 | -8 | -9 | -7 | x | -4 | 4.4 | -0.9 | -1
COC(=O)C(NNc1ccccc1)(NC(=O)c1cccc(F)c1)C(F)(F)F (stereo not given) | -3 | 6 | -13 | 5 | -3 | -2 | -6 | -12 | 1.4 | -0.6 | 7
CN(C)c1nc(N/N=C\c2ccc(Cl)c([N+](=O)[O-])c2)nc(Nc2ccc(F)cc2)n1 | -4 | 38 | 4 | -26 | 118* | 1 | -5 | 5 | 2.3 | 0.2 | -3
Fc1ccc(N/N=C2/CCSc3sccc32)c(F)c1 | 5 | -19 | 0 | 1 | -2 | -4 | 10 | 3 | 0.3 | 2.6 | 0
Nc1nc2c(nc(SCc3ccccc3Br)n2C2OC(CO)C(O)C2O)c(=O)[nH]1 (stereo not given) | -8 | 330 | 0 | 2 | 0 | 2 | 7 | -6 | 4.2 | -0.8 | -1
CCC(Sc1ncccc1Nc1ccccn1)C(=O)O (stereo not given) | -5 | -22 | 12 | -4 | -5 | -4 | 3 | -15 | 0.7 | -0.5 | 4
CCCc1cc(C(=O)Cc2ccccn2)c(O)cc1O | -2 | -15 | -12 | -5 | -3 | -2 | -5 | 0 | -0.4 | 1.9 | 1
O=C(CSc1ccccn1)Nc1ccc(NC(=O)CSc2ccccn2)cc1 | -2 | 2 | -3 | 3 | -7 | 3 | -7 | -11 | 0.9 | 2.3 | x
O=C(Nc1ccc2nc3n(c(=O)c2c1)CCCC3)c1cccnc1Cl | -9 | 293 | 2 | 1 | -7 | 5 | 8 | -8 | 2.4 | 1.2 | x
Cc1ccc(Sc2cnc(N)nc2C)cc1 | -8 | -17 | 9 | 3 | -5 | -6 | 1 | -12 | -0.6 | -0.7 | -2
COc1cc(C(=O)NC2CCN(Cc3nnnn3Cc3ccc(F)cc3)CC2)cc(OC)c1OC | -4 | -8 | -24 | 2 | -7 | -2 | -12 | -1 | 1.0 | -0.4 | 2
COc1ccc(OC)c(-c2nc(C(=O)NCCCN3CCOCC3)cc3c2[nH]c2ccccc23)c1 | -6 | 1 | 2 | -1 | 6 | -5 | 21 | -12 | -2.0 | 1.8 | x

Just CDK5 p35 inh and RTF Ca sens act (two entries from above):
structure,CDK5 p35 inh,RTF Ca sens act
COC(=O)C(NNc1ccccc1)(NC(=O)c1cccc(F)c1)C(F)(F)F (stereo not given),1.4,5
CN(C)c1nc(N/N=C\c2ccc(Cl)c([N+](=O)[O-])c2)nc(Nc2ccc(F)cc2)n1,2.3,-26

The list goes on.
SMILES | RTF Ca sens inh | Mot1-301 SUMO | PfHsp90 set2 | RTF Ca sens act | dFosB act | Keap1-Nrf2 PPI | Rtt109 HAT inh | PvdQ acylase | CDK5 p35 inh | LANA DNA inh | NSD2 inh
O=C(Nc1ccc(Cl)cc1)Nc1nnc(CSCc2ccccc2Cl)s1 | 12 | x | -2 | 4 | 15 | 5 | -3 | 6 | -0.3 | -3.2 | 2
CCOC(=O)c1c(C)[nH]c(-c2csc(N)n2)c1C | 0 | x | -24 | 3 | 0 | -5 | 2 | -9 | 6.2 | 1.4 | -1
COc1cccc(/C=C/C(=O)OCC(=O)Nc2ccc(Cl)cn2)c1 | 0 | 760* | x | -2 | 5 | -5 | -19 | -11 | 0.0 | -1.6 | x
O=c1c2cccnc2n(-c2ccccc2)n1Cc1c(Cl)cccc1Cl | -18 | -2 | -12 | -2 | 5 | 0 | -7 | 9 | 1.0 | 0.3 | 2
COc1ccc(CCNC(=O)C(=O)NCC2OCCN2S(=O)(=O)c2cc(F)ccc2F)cc1OC (stereo not given) | -1 | -6 | -4 | 0 | -6 | 0 | -1 | -9 | -1.5 | 0.7 | x
O=S(=O)(NCCc1ccccn1)c1ccc(-c2ccccn2)s1 | -1 | -10 | -5 | -1 | -3 | 0 | 2 | 7 | 1.3 | -0.3 | 1
O=C(Nc1nccs1)C1CCCN1S(=O)(=O)c1ccc(Cl)cc1 (stereo not given) | 0 | 13 | -1 | 10 | -4 | -4 | -1 | -3 | 7.5 | 2.4 | 3
CC(C)CCN1CCN(Cc2nc(-c3ccccc3)cs2)CC1CCO (stereo not given) | -5 | 14 | -23 | 10 | -5 | -5 | -12 | -4 | -2.3 | 2.3 | 0
O=S(=O)(c1cccc(COc2ccc(Cl)cc2Cl)c1)N1CCOCC1 | 0 | -14 | 14 | -2 | -2 | 2 | 31 | 7 | -0.3 | -1.4 | 0
COc1ccc(-n2nc3c(c2NC(=O)c2ccco2)CS(=O)(=O)C3)cc1 | -10 | 36 | -34 | -4 | -9 | -4 | -16 | -14 | 0.3 | 0.8 | 1
O=C1CCC(C(=O)OCC(=O)Nc2cc(Cl)ccc2F)=NN1 | 6 | -24 | x | -4 | -2 | 2 | -11 | -11 | 0.9 | 0.2 | -1
Cc1cnc(C(=O)OCC(=O)NCCCc2ccccc2)cn1 | -3 | -20 | 1 | -1 | -2 | 1 | 2 | -3 | 1.4 | 0.3 | 5
OCC(O)C(O)C(O)c1cnn(-c2ccccc2)n1 (stereo not given) | 0 | x | -13 | 1 | 0 | 3 | -2 | -2 | 0.3 | 0.1 | 1
CCOc1cc(-c2noc(CCCC(=O)NC3CCCCC3)n2)ccc1OC | -26 | 31 | -36 | -3 | -7 | -5 | 4 | -6 | -1.1 | 0.8 | -3
Cc1ccc(S(=O)(=O)Nc2c(C)n(C)n(-c3ccccc3)c2=O)cc1C(=O)OC(C)C(=O)N(C)c1ccccc1 (stereo not given) | 6 | 4 | 16 | -1 | 3 | -2 | 4 | 7 | 1.7 | 4.8 | 2
Cc1ccc(N(CC(=O)NC(C)(C)C)C(=O)CS(=O)CC(=O)Nc2ccc3c(c2)OCO3)cc1 (stereo not given) | -1 | -9 | 13 | -1 | -4 | -3 | -6 | -9 | -1.2 | -0.8 | x
Cc1ccsc1/C=N/n1cnc2sc(C)c(C)c2c1=O | -4 | 59 | -4 | -9 | -4 | -7 | 3 | 6 | 1.7 | -1.4 | 1
CC1CN(c2nc3c(c(=O)n(C)c(=O)n3C)n2Cc2c(Cl)cccc2Cl)CC(C)O1 (stereo not given) | -11 | -9 | 3 | 5 | 5 | 0 | -8 | -12 | 0.8 | -0.4 | -3
COc1ccc(C(=O)N2CC(=O)Nc3ccccc32)cc1S(=O)(=O)N1CCOCC1 | -9 | x | -16 | -3 | -5 | 1 | -21 | -12 | -1.0 | -0.1 | -1
COc1cccc2cc(C(=O)c3ccccc3)oc12 | 0 | -1 | -65 | 7 | 2 | -3 | -2 | -2 | 3.0 | -2.0 | -3
O=C(CCCc1c[nH]c2ccccc12)N[C@@H](Cc1c[nH]c2ccccc12)C(=O)O | 1 | 1 | 14 | -4 | -7 | 0 | u | 9 | -0.8 | -1.3 | 1
CC(C)CCn1c(SCC#N)nc2c(sc3ccccc32)c1=O | 13 | 16 | x | 14 | -2 | -5 | -8 | -22 | -4.4 | 0.2 | -2
CCn1c(SCC(=O)c2ccc(O)c(O)c2)nnc1-c1ccccc1OC | -6 | 48 | 8 | -2 | -4 | 3 | 11 | -17 | -0.7 | 12 | 88*
CCS(=O)(=O)N1CCC(C(=O)N2CCN(c3ccccc3)CC2)CC1 | 7 | 12 | -40 | 2 | 1 | -4 | -2 | -13 | -0.6 | -0.3 | 3
Cc1cc(S(=O)(=O)N2CCOCC2)ccc1OCC(=O)N1CCOCC1 | -5 | -7 | -9 | -1 | -10 | 0 | -9 | -18 | -2.2 | -0.9 | -8
Cc1ccc(C(CCN)c2ccco2)cc1 (stereo not given) | 9 | -19 | -3 | 1 | -3 | 1 | 0 | -3 | 1.5 | -0.6 | -1
C/C(=N\NC(=O)Cc1ccc(Br)cc1)c1cccnc1 | -6 | 8 | -20 | -2 | -7 | 0 | -5 | -10 | 0.9 | 1.7 | -2
CCC(=O)c1ccc(OCC(=O)NC2CCCC2)cc1 | 0 | 115 | -4 | -3 | -5 | -5 | 3 | -18 | -2.7 | -0.7 | -5
CC(C)(C)NC(=O)C1Cc2ccccc2CN1S(=O)(=O)c1ccc(F)cc1 (stereo not given) | x | 584* | -4 | x | -6 | -3 | 5 | -15 | -0.3 | 0.0 | -5
CCN(CC)S(=O)(=O)c1ccc(NC(=O)c2ccccn2)cc1 | 2 | 1 | -20 | 0 | 2 | -1 | -10 | 7 | 0.6 | -1.7 | -2

Compound activity: PubChem, several laboratories
